FEN1 inh = human FEN1 inhibition | P39748 | Recombinant FEN1 flap cleavage, fluorescence, 15 min | Potency, µM (top dose mostly 114 µM), without a hit: at the highest dose activity change, negative = inhibition, most hits filed as inhibitors | actives 0.35% (n = 390,000); also: nearly all actives have a fitted effect of over 65% in size
Target sequence (P39748 whole entry, looked up): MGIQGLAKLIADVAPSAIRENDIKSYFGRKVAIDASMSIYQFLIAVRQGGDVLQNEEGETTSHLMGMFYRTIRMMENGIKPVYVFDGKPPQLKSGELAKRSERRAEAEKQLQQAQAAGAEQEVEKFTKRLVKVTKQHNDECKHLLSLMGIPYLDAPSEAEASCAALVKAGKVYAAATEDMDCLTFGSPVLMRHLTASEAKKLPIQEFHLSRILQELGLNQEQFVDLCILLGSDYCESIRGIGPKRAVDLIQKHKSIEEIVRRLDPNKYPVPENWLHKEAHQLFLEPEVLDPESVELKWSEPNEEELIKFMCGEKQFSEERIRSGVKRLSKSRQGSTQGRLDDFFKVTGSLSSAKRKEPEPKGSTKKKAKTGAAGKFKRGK
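Recombinant FEN1 (10 nM) was preincubated with pin-transferred compounds for 15 min at room temperature, then flap DNA substrate (50 nM final) was added. Plates were read at 0 and 15 min, and normalized concentration–response data were fitted to a four-parameter Hill equation.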
N370S GC mod = N370S glucocerebrosidase modulation, Gaucher chaperone candidate. N370S GC spleen homogenate, 4MU-glucoside fluorescence. Potency, µM (doses to about 59.4 µM), for the others: top-dose activity change, negative = inhibition, hits mostly inhibitors. actives 0.092% (n = 330,000). AID 2101;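 also: 0% = full enzyme activity and -100% = no enzyme basal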
TDP1 cell CPT = growth inhibition of DT40 Tdp1-/-;hTDP1 cells with camptothecin (screen for TDP1 inhibitors); chicken DT40 Tdp1-/-;hTDP1 cells + 20 nM CPT, ATP luminescence, 48 h; Potency, µM (series often up to 46.2 µM), inactives show top-dose activity change, negative = growth inhibition, actives largely listed as inhibitors; actives 12% (n = 420,000); also: nearly all actives have a fitted effect of over 55% in size
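Chicken DT40 Tdp1-/- cells complemented with human TDP1, 400 cells/well, exposed to compounds plus 20 nM camptothecin for at least 48 h at 37 C; viability read as ATP content by CellTiter-Glo luminescence.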
An asterisk follows results filed as active; ? = inconclusive; · = no result given; & = joins results of further samples; [ ] = remark or other dose. Calls follow the shape of the dose curve; as a rule, active = well fitted curve in the direction sought with a large enough effect; inconclusive = small, poorly fitted or top-dose-only effect, or another doubt; inactive = no such curve, though single readings can be large; an effect the other way counts as inactive or inconclusive. Unless noted, % is scaled to controls: 0 for no effect and ±100 for the full control effect; potency is read from the fitted curve at half-maximal effect. A portion of the library. The share of hits here may be higher or lower than overall.

SMILES	FEN1 inh	N370S GC mod	TDP1 cell CPT
O=C(c1ccc2c(c1)OCCO2)N1CCN(Cc2ccccc2)CC1	-9%	2%	-9%
O=C(O)COc1ccccc1/C=N/Nc1ccc(S(=O)(=O)Nc2ccc(Cl)cc2)cc1[N+](=O)[O-]	?	-14%	-14%
O=C(CN(c1cccc(C(F)(F)F)c1)S(=O)(=O)c1ccccc1)Nc1cccc(Cl)c1	-25%	·	16µM*
Cc1cccc(-c2nc(C#N)c(N3CCCCCC3)o2)c1	-14%	?	29µM*
Cc1ccc(S(=O)(=O)N2CCC(O)(c3cccnc3)CC2)cc1	6%	-11%[12.8 µM]	-2%
COc1cccc(CNC(=O)CCc2nnc(C3CCCCC3)o2)c1	-3%	6%	0%
COc1ccc(CCNC(=O)CSc2ccc3nnc(CCNC(=O)c4ccc(C)cc4)n3n2)cc1OC	-4%	·	-2%
O=C1CCC(c2ccc(-n3ccnc3)cc2)=NN1	0%	3%	-24%&6%
CC(Cc1ccccc1)NC(=O)C1(c2ccccc2)CCOCC1 (configuration not stated)	-2%	7%	5%
COc1ccc(CNC(=O)CSc2c3c(nc4ccc(Cl)cc24)CCCC3)cc1	-4%	·	?
O=C1CCC(c2ccccc2)=NN1	2%	-1%	15%
O=C(Nc1ncnc2c1CCC2)C12CC3CC(CC(C3)C1)C2	-6%	-2%	-6%
COc1cccc(NC(=O)CSc2c(C)cnc3c2c(=O)n(C)c(=O)n3C)c1	2%	·	?
CC(CC(=O)N1CCN(c2ccccc2)CC1)S(=O)(=O)c1ccc2c(c1)NC(=O)CS2 (configuration not stated)	0%	-4%	23µM*
COc1ccc(/C=C2\S/C(=N/S(=O)(=O)c3cccs3)NC2=O)cc1	-4%	?	-4%
CN(C)/C(=N\S(=O)(=O)c1ccccc1)c1ccccc1	-9%	-17%	3%
COc1ccc(N2CC(NC(=O)NC(C)(C)C)CC2=O)cc1 (configuration not stated)	-7%	1%	4%
CSC1=NCCCN1C(=O)c1c(-c2ccccc2Cl)noc1C	-12%	1%	3%
CCCNS(=O)(=O)c1ccc(CCC(=O)N2CCN(c3ccc(OC)cc3)CC2)cc1	-10%	·	?
CC(C)(C)C1CCc2onc(C(=O)Nc3cnn(Cc4ccc(F)cc4)c3)c2C1 (configuration not stated)	-2%	9%	?
COc1cc(OC)c(C(=O)OCC(=O)Nc2c(C)n(C)n(-c3ccccc3)c2=O)cc1OC	-4%	·	-1%
COc1cccc(CNC(=O)C2CCCN(S(=O)(=O)c3ccc4c(ccn4C)c3)C2)c1 (configuration not stated)	-2%	·	?
Cc1ccccc1C(=O)NCc1ccc2c(c1)CCN2C(=O)c1ccccc1	-7%	·	13µM*
NC(=O)CSc1nnc(C2CC2)n1Cc1ccccc1	1%	4%	3%
CCCCc1ccc(NC(=O)Cn2cnc3c(oc4ccccc43)c2=O)cc1	11%	·	-1%
Cc1cc(C)n2c(SCc3ccc(C#N)cc3)nnc2n1	-9%	-10%	-19%
CCc1ccc(/C=N/NC(=O)c2cc(C3CC3)nc3ccccc23)s1	4%	5%	4.6µM*
CCCCN(CC)C(=S)Nc1ccc2nc3n(c(=O)c2c1)CCCCC3	-3%	5%	-22%
O=C(c1cc(Cl)nc2ccccc12)N1CCN(S(=O)(=O)c2ccccc2[N+](=O)[O-])CC1	-6%	-16%	?
CCOC(=O)C1CCCN(C(=O)c2cccc(S(=O)(=O)N(C)c3ccc(OC)cc3)c2)C1 (configuration not stated)	6%	-1%	?
Cc1ccccc1OCC(=O)Nc1ccc2c(c1)C(=O)c1ccccc1C2=O	17%	7%	0%
CCCn1c(=O)c2sccc2n2c(CCCC(=O)Nc3ccc(Oc4ccccc4)cc3)nnc12	8%	·	10µM*
COC(=O)CSC(=S)N1C(C)CCCC1C (configuration not stated)	-10%	1%	6%
CCN(CC(=O)Nc1ccc(NC(C)=O)cc1)C(=O)CN1C(=O)NC(C)(c2ccc3ccccc3c2)C1=O (configuration not stated)	9%	·	-10%
O=C1CCCN1c1ccc(S(=O)(=O)NCc2ccc(F)cc2)cc1	2%	5%	21µM*
CCOc1ccc(-c2cc(CCCC(=O)NCc3ccco3)no2)cc1	24%	3%	?
CC(C)CC(=O)CC1(O)C(=O)Nc2ccccc21 (configuration not stated)	0%	-23%	1%
COc1cccc(CNC(=O)Cn2nc(-c3ccc(Cl)cc3)ccc2=O)c1	9%&5%	?	?
Cc1cccn2c(CNCCCOc3cccnc3)c(C(=O)N3CCOCC3)nc12	3%	-1%	-1%
Cc1ccccc1-c1nnc(SCC(=O)N(C)c2c(N)n(Cc3ccccc3)c(=O)[nH]c2=O)n1C	-1%	-2%	-2%
O=C(c1ccc(Cl)cc1)N1CCN(c2cccc3[nH]ccc23)CC1	0%	-6%	-7%
Nc1cc(Cl)ccc1C(=O)OCC(=O)NCc1cccs1	-7%	·	?
O=c1oc2ccc(Cl)cc2cc1-c1cn2c(n1)sc1ccccc12	13%	·	-13%
O=C(Cc1csc(NC(=O)c2ccccc2)n1)NO	1%	-3%	?
COc1cc(NC(=O)c2cccs2)c(C(=O)OCC(=O)c2cc(C)n(-c3ccccc3)c2C)cc1OC	5%	?	?
COc1ccc(C(=O)N2CCCC(c3nc(-c4ccc(C)o4)no3)C2)cc1OC (configuration not stated)	5%	-10%	0%
CCCCN(C)C(=O)c1ccc2c(=O)n3nc(Nc4cc(C)ccc4C)sc3nc2c1	-16%	·	13µM*
CCOC(=O)C1=C(C)N=c2s/c(=C\c3ccc(OCC(=O)O)c(OC)c3)c(=O)n2C1c1ccc(OC)cc1 (configuration not stated)	?	0%	-18%
COCCN(C(=O)CCc1ccc(OC)cc1)c1nnc(-c2ccncc2)s1	-2%	-1%	?
CCc1ccc(NC(=S)Nc2ccc3cn[nH]c3c2)cc1	-6%	-24%	24%
CCOc1cccc2sc(N3CCN(C(=O)C(C)(C)C)CC3)nc12	7%	·	?
O=C(Nc1ccccc1)c1cc(S(=O)(=O)N2CCOCC2)cs1	-5%	8%	1%
Cc1nc2ccccc2c(=O)n1NC(=O)c1ccc([N+](=O)[O-])cc1	1%	9%	-13%
O=C(NCc1cccc(OC(F)(F)F)c1)c1cccc2c1C(=O)c1ccc(-c3ccc(F)cc3OCc3ccccc3)cc1S2(=O)=O	15%	·	?
O=C(COC(=O)/C=C/c1cccc(F)c1)NC1CCCCCC1	-8%	·	-2%
COc1cc(CN2CCCC(C(=O)c3ccc(C(C)(C)C)cc3)C2)cc(OC)c1O (configuration not stated)	-16%	-15%	?
CC(=O)c1ccc(N2CCN(C(=S)Nc3cc(C)ccc3C)CC2)cc1	-6%	2%	-12%
CC1CC(C)CN(S(=O)(=O)c2ccc(Oc3ccc([N+](=O)[O-])cc3)cc2)C1 (configuration not stated)	0%	14%	?
CC(NCC(=O)Nc1ccccc1C(=O)NC1CC1)c1ccccc1Cl (configuration not stated)	-5%	·	1%
Cc1ccc(N2CCN(S(=O)(=O)N(C)C)CC2)cc1C	-3%	11%	-10%
Other compounds follow.
SMILES	FEN1 inh	N370S GC mod	TDP1 cell CPT
Cc1cc(C)cc(OCC(=O)N2CCCCCC2)c1	-9%	10%	-15%
Cn1c(OCc2cccnc2)nc2c1c(=O)n(Cc1ccc(F)cc1)c(=O)n2C	7%	4%	21µM*
Cc1ccc(C(=O)N2CCN(c3cc4c(cc3[N+](=O)[O-])n(C)c(=O)n4C)CC2)cc1	3%	-1%	?
CCC(C)NC(=O)C1CCC(CNS(=O)(=O)c2ccccc2)CC1 (configuration not stated)	9%	1%	8%
O=C(O)CCC(=O)N1CCN(S(=O)(=O)c2ccc3ccccc3c2)CC1	17%	-18%	-21%
COc1ccc(C(c2nnnn2C2CCCC2)N2CCC(C)CC2)cc1 (configuration not stated)	-1%	2%	?
COc1ccccc1C(=O)NC(CCSC)C(=O)N1CCC(Cc2ccccc2)CC1 (configuration not stated)	-16%	-2%	15µM*
CC(=O)c1cnc2c(-c3cccc(Br)c3)cnn2c1C	8%	-5%	-28%
CCCCn1c(N)c(N(CC(C)C)C(=O)c2cc(S(=O)(=O)N3CCCCC3)ccc2C)c(=O)[nH]c1=O	-9%	-1%	4%
Cc1nc(N)ncc1C(=O)Nc1ccccc1	-1%	8%	3%
O=C(CNC(=S)N(CCCN1CCOCC1)Cc1cccs1)NC1CCCCCCC1	-5%	4µM*	?
CC1CCC2(CC1)NC(=O)N(CC(=O)Nc1ccc3c(c1)OCCO3)C2=O (configuration not stated)	16%	-1%	-5%
Cc1cccc(N(CC(O)CON=C2c3ccccc3-c3ccccc32)S(C)(=O)=O)c1 (configuration not stated)	?	·	?
COc1ccc(C(C(=O)NCC2CCCO2)N(C(=O)Cn2nnc3ccccc32)c2ccc(NC(C)=O)cc2)c(OC)c1 (configuration not stated)	3%	-9%	-28%
CC1(C)Cc2c(cnn2-c2ccc(F)cc2)C(NC(=O)C(C)(C)O)C1 (configuration not stated)	-4%	-15%	-2%
Cc1ccc(C(=O)C2=C(O)C(=O)N(Cc3cccnc3)C2c2ccc(N(C)C)cc2)o1 (configuration not stated)	-5%	1%	-20%
COC(=O)CSc1nnc(C2COc3ccccc3O2)n1-c1ccccc1 (configuration not stated)	2%	19%	-25%
COc1cc2c(cc1OC)C(c1ccccc1Br)NC(=O)C2 (configuration not stated)	-1%	-4%	-12%
CCN(CC(=O)NCc1cccs1)CC(=O)Nc1cccc(S(N)(=O)=O)c1	18%	·	-7%
COc1cc(C2C(C(C)=O)=C(O)C(=O)N2c2ccc(C)cc2)ccc1O (configuration not stated)	2%	-11%	-5%
Cc1ccc(CONS(=O)(=O)c2cc(C)ccc2C)cc1	-5%	·	-20%
O=C(Cc1ccccc1[N+](=O)[O-])Nc1ccccc1C(=O)N1CCOCC1	0%	6%	13%
COc1ccc(-c2cc(C(=O)NCC(C)C)no2)cc1	12%	-2%	-22%
CC(C)C(c1nnnn1CC1CCCO1)N1CCN(Cc2ccc3c(c2)OCO3)CC1 (configuration not stated)	3%	6%	5%
Cc1csc(N(C(=O)Cc2ccccc2F)c2ccccc2)n1	1%	-1%	?
COc1ccc2c(Sc3ccccc3)c(C(=O)NCc3cccc(OC)c3OC)[nH]c2c1	-4%	·	?
CCOc1cccc(NC(=O)/C(C#N)=C\c2cn(CC(=O)O)c3ccccc23)c1	-2%	-29%	9%
Cc1ccc(CNC(=O)C(=O)NCC2OCCN2S(=O)(=O)c2ccc(Br)cc2)cc1 (configuration not stated)	-2%	4%	?
CC(=O)c1ccc(Nc2cnn(C34CC5CC(CC(CC(=O)O)(C5)C3)C4)c(=O)c2Cl)cc1	1%	-15%	21%
CCC(C)[C@H](NC(=O)NCc1ccc(OC)c(OC)c1)C(=O)O (some centres not stated)	-4%	6%	-2%
COc1ccc(NS(=O)(=O)c2cc3[nH]c(=O)c(=O)[nH]c3cc2C)cc1OC	-4%	·	2%
Cc1ccc(C)c(S(=O)(=O)N2CCC(c3nc4c(nnn4Cc4ccc(F)cc4)c(=O)[nH]3)CC2)c1	9%	-1%	?
COc1ccc(-c2ccc(=O)[nH]n2)cc1	-4%	-3%	-2%
CCOc1ccccc1C(=O)Nc1ccccc1O	3%	9%	-3%
CCCc1ncc(CN2CCCC(C(=O)Nc3ccc(-c4cccc(OC)c4)cc3)C2)cn1 (configuration not stated)	-7%	-19%	23µM*
CCCCC(=O)OCC(=O)Nc1ccc(C)c(F)c1	-9%	2%	3%

Quoted from above, 13 compounds:
SMILES	FEN1 inh	N370S GC mod	TDP1 cell CPT
CC(C)C(c1nnnn1CC1CCCO1)N1CCN(Cc2ccc3c(c2)OCO3)CC1 (configuration not stated)	3%	6%	5%
Cc1csc(N(C(=O)Cc2ccccc2F)c2ccccc2)n1	1%	-1%	?
COc1ccc2c(Sc3ccccc3)c(C(=O)NCc3cccc(OC)c3OC)[nH]c2c1	-4%	·	?
CCOc1cccc(NC(=O)/C(C#N)=C\c2cn(CC(=O)O)c3ccccc23)c1	-2%	-29%	9%
Cc1ccc(CNC(=O)C(=O)NCC2OCCN2S(=O)(=O)c2ccc(Br)cc2)cc1 (configuration not stated)	-2%	4%	?
CC(=O)c1ccc(Nc2cnn(C34CC5CC(CC(CC(=O)O)(C5)C3)C4)c(=O)c2Cl)cc1	1%	-15%	21%
CCC(C)[C@H](NC(=O)NCc1ccc(OC)c(OC)c1)C(=O)O (some centres not stated)	-4%	6%	-2%
COc1ccc(NS(=O)(=O)c2cc3[nH]c(=O)c(=O)[nH]c3cc2C)cc1OC	-4%	·	2%
Cc1ccc(C)c(S(=O)(=O)N2CCC(c3nc4c(nnn4Cc4ccc(F)cc4)c(=O)[nH]3)CC2)c1	9%	-1%	?
COc1ccc(-c2ccc(=O)[nH]n2)cc1	-4%	-3%	-2%
CCOc1ccccc1C(=O)Nc1ccccc1O	3%	9%	-3%
CCCc1ncc(CN2CCCC(C(=O)Nc3ccc(-c4cccc(OC)c4)cc3)C2)cn1 (configuration not stated)	-7%	-19%	23µM*
CCCCC(=O)OCC(=O)Nc1ccc(C)c(F)c1	-9%	2%	3%

High-throughput results (PubChem)
